Scp-1 inhibitor = inhibitors of human Scp-1 phosphatase. 340,000 compounds, 0.88% hits. inhibition, % at 20 µM. Recombinant Scp1, phosphopeptide, malachite green phosphate absorbance;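 active means inhibition above about 50% at 20 µM, limit read from the data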;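 further: plate controls were DMSO wells with enzyme for no effect and wells lacking enzyme for full effect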
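Test system: SCP-1 catalytic domain; Buffer or medium: Acidic Tris acetate buffer with magnesium and detergent; Also added: Phosphorylated 17-residue peptide substrate; Compound: single 20 µM dose, 1% DMSO; Schedule: enzyme reaction 45 min at room temperature, colour 5 min, stabilisation 30 min; Signal: Phosphate-binding colour reagent, absorbance read at 630 nm.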
LMPTP block = LMPTP (human) inhibition; recombinant LMPTP-A, OMFP fluorogenic substrate, fluorescence intensity; 360,000 compounds, 0.22% hits; inhibition, % at 20 µM; P24666;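 active means compounds that cut the enzyme signal by at least half of the control window in the single-dose screen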;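 further: plate controls were DMSO wells with enzyme plus substrate for no effect and substrate without enzyme for full effect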
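Test system: LMPTP-A phosphatase enzyme; input: 0.625 nM LMPTP-A final; reagent: OMFP substrate, 400 µM final; compound dosing: 20 µM single dose, 3% DMSO; incubation: 50 min dark incubation at room temperature; measured by: endpoint fluorescence intensity from OMFP dephosphorylation; measure: % inhibition relative to no-enzyme and uninhibited control wells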
STEP inh = STEP (human) phosphatase inhibition; P54829; recombinant STEP, OMFP fluorogenic substrate, fluorescence; inhibition, % at 20 µM; 360,000 compounds, 0.25% hits;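 active means inhibition at 20 µM, scaled per plate between control wells, above about 37%, limit read from the data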;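 further: 0% = DMSO with enzyme and substrate and 100% = substrate only without enzyme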
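Material: STEP (striatal-enriched tyrosine phosphatase) enzyme, cell-free; Compound dosing: 20 µM single dose in 1% DMSO; Technique: fluorescence read at 480 nm ex / 540 nm em; Times: reaction 20 min, ambient temperature; Medium: 50 mM Bis-Tris pH 6.0 with 2.5 mM DTT and 0.005% Tween 20; Also added: OMFP at 25 µM.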
NadD block = blocks S. aureus nicotinate mononucleotide adenylyltransferase; 360,000 compounds, 0.78% hits; AID 602399; inhibition, % at 20 µM; purified NadD enzyme, colorimetric absorbance read-out; in the data active means inhibition above about 26%; further: some compounds past the cut are filed as inactive
DNMT1 inh = inhibitors of human DNMT1. P26358. DNMT1 molecular beacon, Hinp1I cleavage, fluorescence. inhibition (reported as % activation of signal), % at 10 µM. 360,000 compounds, 0.83% hits. AID 588458; in the data active means inhibition above about 50%
Target sequence (P26358 504-1616 limits assumed): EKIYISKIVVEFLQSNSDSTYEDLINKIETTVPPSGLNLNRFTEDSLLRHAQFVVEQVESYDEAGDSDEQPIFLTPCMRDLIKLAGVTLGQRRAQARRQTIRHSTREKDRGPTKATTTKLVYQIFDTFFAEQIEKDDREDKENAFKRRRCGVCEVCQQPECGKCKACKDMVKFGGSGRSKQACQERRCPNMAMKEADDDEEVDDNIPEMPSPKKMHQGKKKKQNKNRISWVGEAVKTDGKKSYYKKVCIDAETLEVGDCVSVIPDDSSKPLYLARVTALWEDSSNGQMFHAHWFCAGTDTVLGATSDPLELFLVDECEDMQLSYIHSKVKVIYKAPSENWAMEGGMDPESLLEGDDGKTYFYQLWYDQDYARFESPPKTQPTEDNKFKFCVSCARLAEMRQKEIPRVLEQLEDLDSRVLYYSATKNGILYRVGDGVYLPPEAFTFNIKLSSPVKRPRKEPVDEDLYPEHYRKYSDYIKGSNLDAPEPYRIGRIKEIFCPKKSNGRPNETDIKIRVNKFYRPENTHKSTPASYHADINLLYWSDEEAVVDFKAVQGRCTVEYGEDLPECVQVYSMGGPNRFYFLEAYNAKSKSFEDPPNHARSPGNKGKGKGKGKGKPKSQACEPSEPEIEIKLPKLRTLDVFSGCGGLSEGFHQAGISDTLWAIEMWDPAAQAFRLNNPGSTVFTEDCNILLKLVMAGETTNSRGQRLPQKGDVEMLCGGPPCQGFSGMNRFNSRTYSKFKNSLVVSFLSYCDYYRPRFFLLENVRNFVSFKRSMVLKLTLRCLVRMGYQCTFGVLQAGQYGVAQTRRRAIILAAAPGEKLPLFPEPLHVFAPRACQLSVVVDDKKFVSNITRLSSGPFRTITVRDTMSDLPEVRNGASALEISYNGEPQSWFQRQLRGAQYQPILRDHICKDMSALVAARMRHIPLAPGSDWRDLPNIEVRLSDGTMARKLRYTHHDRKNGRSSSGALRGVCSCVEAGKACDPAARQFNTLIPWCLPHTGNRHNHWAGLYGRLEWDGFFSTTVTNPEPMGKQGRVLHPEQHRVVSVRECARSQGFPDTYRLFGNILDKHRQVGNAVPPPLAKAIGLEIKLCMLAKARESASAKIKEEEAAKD
CSN inh = blocks human CSN-mediated cullin deneddylation | 360,000 compounds, 0.38% hits | inhibition, % at 12.5 µM | Purified CSN, SCF-Nedd8-OG deneddylation, fluorescence polarization | Q92905;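 active means pattern-corrected inhibition above about 35%, with an unprinted fluorescence ratio check between 0.5 and 1.5, limit read from the data, passing the limit was not always enough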;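 further: 0% = enzyme with substrate and 100% = substrate without enzyme; some results filed as inactive read as strong as hits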
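test system = HEK293T-derived human Csn5 enzyme | amount = 0.24 nM Csn5 enzyme, final concentration | medium = Tris/NaCl/DTT buffer, pH 7.5 | schedule = 90 min reaction at room temperature | signal = FP | evaluation = inhibition of Csn5 cleavage, % | compound dosing = single dose of 12.5 µM compound with 0.25% DMSO | probe or stimulus = 10 nM SCFSkp2-Nedd8OG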
Rpn11 block = inhibitors of human proteasome Rpn11; calls only at 20 µM; O00487; 360,000 compounds, 0.59% hits; human 26S proteasome, Ub4-pepOG fluorescence polarization; 20S core pre-blocked with epoxomicin;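 active means inhibition at 20 µM, scaled to each plate's controls, above about 33%, limit read from the data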
Rin1-Abl PPI inh = blocks binding of human Rin1 to Abl; AID 588664; 360,000 compounds, 0.4% hits; inhibition, % at 7.35 µM; P00519+Q13671; TR-FRET Rin1/Abl binding, biochemical; in the data active means inhibition above about 5%, passing the limit was not always enough
SUMO1 PPI mod = alters human SUMO1 binding to SIM partners | SUMO1 binding to a labelled peptide, TR-FRET, 1 h | 360,000 compounds, 0.33% hits | inhibition, % at 20 µM | P63165; in the data active means inhibition above about 37%
Neddylation inh = inhibitors of human cullin neddylation; TR-FRET cullin neddylation, biochemical; calls only at 25 µM; 360,000 compounds, 0.58% hits; in the data active means inhibition above about 36%
An asterisk follows results filed as active. An unsorted share of the library. Share with any hit: about 3.8%.

Preview, 4 compounds:
COC(=O)/C=C/c1cccc([C@H]2[C@@H]3C=CC[C@@H](C)[C@@H]3C(=O)N2Cc2ccccc2)c1 was read as Scp-1 inhibitor -7, LMPTP block 2.0, STEP inh 3, NadD block -1, DNMT1 inh -7, CSN inh 1, Rpn11 block inactive, Rin1-Abl PPI inh -1, SUMO1 PPI mod 1 and Neddylation inh inactive.
`Cc1ccc(Nc2nc3ccccc3[nH]2)nc1` gave Scp-1 inhibitor -7, LMPTP block 1.1, STEP inh 6, NadD block -1, DNMT1 inh 1, CSN inh -2, Rpn11 block inactive, Rin1-Abl PPI inh 2, SUMO1 PPI mod 6 and Neddylation inh inactive.
Screening COc1ccc(N2CCN(c3ncnc4scc(-c5ccccc5)c34)CC2)cc1 returned Scp-1 inhibitor -3, LMPTP block 4.5, STEP inh 3, NadD block 4, DNMT1 inh -5, CSN inh 3, Rpn11 block inactive, Rin1-Abl PPI inh 0, SUMO1 PPI mod -2 and Neddylation inh inactive.
`CCc1nc(NCCN)c(C#N)c2c1CSC(C)(C)C2` gave Scp-1 inhibitor -9, LMPTP block -2.4, STEP inh -3, NadD block -1, DNMT1 inh 2, CSN inh 4, Rpn11 block inactive, Rin1-Abl PPI inh 3, SUMO1 PPI mod -2 and Neddylation inh inactive.

The listing, repeating the preview:
COC(=O)/C=C/c1cccc([C@H]2[C@@H]3C=CC[C@@H](C)[C@@H]3C(=O)N2Cc2ccccc2)c1 was read as Scp-1 inhibitor -7, LMPTP block 2.0, STEP inh 3, NadD block -1, DNMT1 inh -7, CSN inh 1, Rpn11 block inactive, Rin1-Abl PPI inh -1, SUMO1 PPI mod 1 and Neddylation inh inactive.
`Cc1ccc(Nc2nc3ccccc3[nH]2)nc1` gave Scp-1 inhibitor -7, LMPTP block 1.1, STEP inh 6, NadD block -1, DNMT1 inh 1, CSN inh -2, Rpn11 block inactive, Rin1-Abl PPI inh 2, SUMO1 PPI mod 6 and Neddylation inh inactive.
Screening COc1ccc(N2CCN(c3ncnc4scc(-c5ccccc5)c34)CC2)cc1 returned Scp-1 inhibitor -3, LMPTP block 4.5, STEP inh 3, NadD block 4, DNMT1 inh -5, CSN inh 3, Rpn11 block inactive, Rin1-Abl PPI inh 0, SUMO1 PPI mod -2 and Neddylation inh inactive.
`CCc1nc(NCCN)c(C#N)c2c1CSC(C)(C)C2` gave Scp-1 inhibitor -9, LMPTP block -2.4, STEP inh -3, NadD block -1, DNMT1 inh 2, CSN inh 4, Rpn11 block inactive, Rin1-Abl PPI inh 3, SUMO1 PPI mod -2 and Neddylation inh inactive.
`CCc1nc(SCC(=O)Nc2cc(OC)ccc2OC)c2c(C)c(C)sc2n1` gave Scp-1 inhibitor -1, LMPTP block 5.5, STEP inh 0, NadD block 5, DNMT1 inh 1, CSN inh 1, Rpn11 block inactive, Rin1-Abl PPI inh 0, SUMO1 PPI mod 9 and Neddylation inh inactive.
Screening COc1cc(-c2cc(NC(C)=O)c3ncc(-c4ccc(F)cc4)n3c2)cc(OC)c1OC returned LMPTP block 1.0, STEP inh 4, NadD block -8, DNMT1 inh -14, CSN inh 8, Rpn11 block inactive, Rin1-Abl PPI inh 0, SUMO1 PPI mod -8 and Neddylation inh inactive.
For CCCCn1c(SCC(=O)N(CC)C2CCS(=O)(=O)C2)nnc1C(CC)N(C)C (stereo not drawn) the results were Scp-1 inhibitor 2, LMPTP block -3.9, STEP inh 2, NadD block -1, DNMT1 inh 1, CSN inh -4, Rpn11 block inactive, Rin1-Abl PPI inh 0, SUMO1 PPI mod 4 and Neddylation inh inactive.
`O=C(NNc1ccc([N+](=O)[O-])cn1)Nc1ccc(N=Nc2ccccc2)cc1` gave Scp-1 inhibitor -5, LMPTP block 1.1, STEP inh 2, NadD block 15, DNMT1 inh 20, CSN inh 3, Rpn11 block inactive, Rin1-Abl PPI inh 3, SUMO1 PPI mod 3 and Neddylation inh inactive.
Screening CC1(C)NC(=O)N(CCOCCSc2ccccc2)C1=O returned Scp-1 inhibitor 1, LMPTP block -2.3, STEP inh 0, NadD block -7, DNMT1 inh 4, CSN inh 1, Rpn11 block inactive, Rin1-Abl PPI inh 0, SUMO1 PPI mod 1 and Neddylation inh inactive.
Cc1sc(NC(=O)Cn2nc(C(F)(F)F)cc2C)c(C(=O)OC(C)C)c1C was read as Scp-1 inhibitor 63*, LMPTP block 3.2, STEP inh 1, NadD block -1, DNMT1 inh -1, CSN inh 0, Rpn11 block inactive, Rin1-Abl PPI inh -2, SUMO1 PPI mod -2 and Neddylation inh inactive.
For COc1ccc(C2N=C(c3ccccc3)NC(c3ccccc3)=N2)cc1 the results were Scp-1 inhibitor -7, LMPTP block 1.1, STEP inh 0, NadD block -10, DNMT1 inh -2, CSN inh -2, Rpn11 block inactive, Rin1-Abl PPI inh -2, SUMO1 PPI mod -1 and Neddylation inh inactive.
Cc1cc(=O)[nH]c(SCC(N)=O)c1C#N was read as Scp-1 inhibitor 1, LMPTP block -1.4, STEP inh 0, NadD block -1, DNMT1 inh 0, CSN inh 0, Rpn11 block inactive, Rin1-Abl PPI inh 0, SUMO1 PPI mod 3 and Neddylation inh inactive.
For CC(=O)N1c2ccccc2N(Cc2ccc(C)cc2C)C(=O)C1(C)C the results were Scp-1 inhibitor -12, LMPTP block 1.1, STEP inh 0, NadD block -4, DNMT1 inh 0, CSN inh 5, Rpn11 block inactive, Rin1-Abl PPI inh 1, SUMO1 PPI mod 0 and Neddylation inh inactive.
`O=C(c1ccccc1)N1CCN(c2ncnc3c(-c4ccccc4)nsc23)CC1` gave Scp-1 inhibitor -2, LMPTP block 2.4, STEP inh 2, NadD block 5, DNMT1 inh 0, CSN inh 0, Rpn11 block inactive, Rin1-Abl PPI inh 4, SUMO1 PPI mod 0 and Neddylation inh inactive.
Screening Cc1ccc2c(c1)C(O)(CC(=O)c1cccc(-n3cccc3)c1)C(=O)N2 (stereo not drawn) returned Scp-1 inhibitor 21, LMPTP block 0.8, STEP inh 9, NadD block -9, DNMT1 inh -1, CSN inh 4, Rpn11 block inactive, Rin1-Abl PPI inh 1, SUMO1 PPI mod -18 and Neddylation inh inactive.
`COc1ccc(NC(=O)c2cccc(S(=O)(=O)N3CCc4ccccc43)c2)c(OC)c1` gave LMPTP block -2.7, STEP inh -1, NadD block -5, DNMT1 inh 1, CSN inh 2, Rpn11 block inactive, Rin1-Abl PPI inh -5, SUMO1 PPI mod -2 and Neddylation inh inactive.
For CCCCn1c(N)c(N(CCOC)C(=O)c2cc(-c3ccc(F)cc3)nc3ccccc23)c(=O)[nH]c1=O the results were Scp-1 inhibitor -1, LMPTP block 0.3, STEP inh 0, NadD block 5, DNMT1 inh 0, CSN inh 1, Rpn11 block inactive, Rin1-Abl PPI inh -2, SUMO1 PPI mod -1 and Neddylation inh inactive.
Screening CCOC(=O)C(=CNc1ccc(Cl)cn1)C(=O)OCC returned Scp-1 inhibitor -1, LMPTP block -0.4, STEP inh -2, NadD block -7, DNMT1 inh 0, CSN inh -4, Rpn11 block inactive, Rin1-Abl PPI inh -3, SUMO1 PPI mod 0 and Neddylation inh inactive.
O=C(O)CSc1nnc(-c2cc3ccccc3o2)n1-c1ccccc1 was read as Scp-1 inhibitor 4, LMPTP block -1.6, STEP inh -2, NadD block 2, DNMT1 inh 3, CSN inh -7, Rpn11 block inactive, Rin1-Abl PPI inh 0, SUMO1 PPI mod -3 and Neddylation inh inactive.
COc1ccccc1OCCC(=O)OCC(=O)Nc1ccc2c(c1)OCO2 was read as Scp-1 inhibitor 1, LMPTP block -0.3, STEP inh 0, NadD block -2, DNMT1 inh 2, CSN inh 1, Rpn11 block inactive, Rin1-Abl PPI inh 4, SUMO1 PPI mod 0 and Neddylation inh inactive.
For Cc1ccc(NC(=O)CCNC(=O)c2ccco2)cc1Cl the results were Scp-1 inhibitor -3, LMPTP block -0.3, STEP inh -1, NadD block -3, DNMT1 inh -1, CSN inh -6, Rpn11 block inactive, Rin1-Abl PPI inh -1, SUMO1 PPI mod 5 and Neddylation inh inactive.
CC(=O)c1ccc(NC(=O)CN2C(=O)NC3(CCc4ccccc43)C2=O)cc1 (stereo not drawn) was read as Scp-1 inhibitor -5, LMPTP block -1.0, STEP inh 0, NadD block -3, DNMT1 inh -4, CSN inh 0, Rpn11 block inactive, Rin1-Abl PPI inh 3, SUMO1 PPI mod -2 and Neddylation inh inactive.
COc1cccc(CNCCc2c[nH]c3ccccc23)c1OCc1ccccc1 was read as Scp-1 inhibitor 3, LMPTP block 1.1, STEP inh 0, NadD block -3, DNMT1 inh -9, CSN inh 2, Rpn11 block inactive, Rin1-Abl PPI inh -6, SUMO1 PPI mod -2 and Neddylation inh inactive.
O=S(=O)(Nc1cccc(S(=O)(=O)N2CCCCC2)c1)c1ccccc1F was read as Scp-1 inhibitor 0, LMPTP block -0.6, STEP inh 1, NadD block 2, DNMT1 inh -1, CSN inh 1, Rpn11 block inactive, Rin1-Abl PPI inh 4, SUMO1 PPI mod -4 and Neddylation inh inactive.
Screening COc1cc(-c2nnc(CSc3nnc(N)s3)o2)cc(OC)c1OC returned Scp-1 inhibitor -10, LMPTP block -0.5, STEP inh -1, NadD block -5, DNMT1 inh 0, CSN inh -15, Rpn11 block inactive, Rin1-Abl PPI inh 1, SUMO1 PPI mod 6 and Neddylation inh inactive.
Screening O=C(NCC1CCCO1)c1ccc(NC(=O)c2ccc(Br)cc2)cc1 (stereo not drawn) returned Scp-1 inhibitor -1, LMPTP block 0.0, STEP inh -2, NadD block -3, DNMT1 inh -4, CSN inh -4, Rpn11 block inactive, Rin1-Abl PPI inh 1, SUMO1 PPI mod -3 and Neddylation inh inactive.
CN(C(=O)Cc1c[nH]c2ccccc12)C(C(=O)Nc1ccc2c(c1)OCO2)c1ccccc1 (stereo not drawn) was read as Scp-1 inhibitor -8, LMPTP block 0.2, STEP inh -1, NadD block 0, DNMT1 inh -6, CSN inh -4, Rpn11 block inactive, Rin1-Abl PPI inh -1, SUMO1 PPI mod 1 and Neddylation inh inactive.
For COc1ccc(Cc2nnc(NC(=O)c3ccccc3[N+](=O)[O-])s2)cc1 the results were Scp-1 inhibitor -3, LMPTP block -0.1, STEP inh -2, NadD block 0, DNMT1 inh 1, CSN inh 2, Rpn11 block inactive, Rin1-Abl PPI inh 4, SUMO1 PPI mod -1 and Neddylation inh inactive.
For CCOc1ccc(-n2c(SCC)nc3c(c2=O)SCC3)cc1 the results were Scp-1 inhibitor -12, LMPTP block -0.9, STEP inh -5, NadD block 2, DNMT1 inh 6, CSN inh 4, Rpn11 block inactive, Rin1-Abl PPI inh 4, SUMO1 PPI mod 0 and Neddylation inh inactive.
